Bioassay records from PubChem.
KCNH2 3.1 block: qHTS for Inhibitors of KCHN2 3.1: Mutant qHTS. U2OS KCNH2 3.1, thallium flux FluxOr; active compounds read low. activity change, % (tested at about 1.8 µM). 340,000 tested, 0.95% active;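 active = maximum activity change below -70%; inconclusive = maximum activity change from -70% to -50%; inactive = maximum activity change above -50%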;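 also: thallium influx rate constant from kinetic fluorescence after stimulation buffer; % is scaled to controls: 0 for no effect and ±100 for the full control effect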
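Steps: virus added to U2OS suspension (4 h, RT, dark); medium with 10% FBS added, cells plated, 37 C overnight; FluxOr/Red40 loading buffer 45 min RT; stimulation buffer, 2 min kinetic read; rate constant normalized.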
MLL CXXC-DNA inh: qHTS Fluorescence Polarization Assay for Inhibitors of MLL CXXC domain - DNA interaction; AID 2662, 2010; MLL-CXXC / FITC-HOXA9 DNA fluorescence polarization; Potency, µM (doses to about 115 µM), inactives show top-dose activity change, negative = inhibition, usual class: inhibitors; Histone-lysine N-methyltransferase 2A (Homo sapiens), Q03164; 290,000 tested, 0.037% active; active = well fitted inhibition curve with a large enough effect in the polarisation, with a control signal flat, not every such curve was filed as active; inconclusive = small, poorly fitted or top-dose-only effect, or effect the other way, or a change in a side signal; inactive = no such curve, though single readings can be large or run the other way; the % refers to the polarisation; also: potency is read from the fitted curve at half-maximal effect
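Purified MLL-CXXC (added from a 7 uM solution) was preincubated 5 min at ambient with pinned compounds in 50 mM Tris-HCl pH 7.5, 50 mM NaCl, 1 mM DTT, 0.05% BSA. Fluorescein-labeled HOX-A9 DNA (50 nM solution) followed, 30 min, then polarization read.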
Coupling enz: qHTS Assay for Inhibitors of Fructose-1,6-bisphosphate Aldolase from Giardia Lamblia: Coupling assay counterscreen; coupling enzyme system counterscreen, AmpLite Red fluorescence; activity change, negative = inhibition, % at 58.2 µM, hits read low; 290,000 tested, 0.67% active; AID 2472, 2010; in the data active = activity change below about -30%; also: % is scaled to controls: 0 for no effect and ±100 for the full control effect
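Final compound at 57.5 uM, incubated 10 min at RT with coupling enzyme reagent (glyceraldehyde-3-phosphate), then 20 min with substrate and AmpLite Red detection. Fluorescence read at 525/598 nm; tests interference with the coupling assay, not aldolase inhibition.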
ASM inhibitor: Inhibitors of Secretory Acid Sphingomyelinase (S-ASM): qHTS; Potency, µM (titrated, usually from 57.5 µM), inactives show top-dose activity change, negative = inhibition, most hits filed as inhibitors; placental ASM, HMU-PC fluorogenic substrate, 60 min; Sphingomyelin phosphodiesterase (Homo sapiens), P17405; AID 504937, 2011; 340,000 tested, 0.006% active; also: potency is read from the fitted curve at half-maximal effect
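HMU-PC0 cleavage (9 uM final) by human placental ASM, 60 min at 37 °C following 10 min compound exposure at RT; stopped at pH 10, fluorescence Ex 386/Em 447 nm.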
TRPV1 agonist: HTS Assay for Compounds that Act as Agonists of the Vanilloid Receptor 1 | Transient receptor potential cation channel subfamily V member 1 (Homo sapiens), Q8NER1 | TRPV1-expressing cells, Fluo-8 calcium influx, agonist mode | activation, % at 8.33 µM | 320,000 tested, 0.19% active | AID 540275, 2011; in the data active = activation above about 80%; inconclusive = between about 30% and that limit; also: 0% is about no effect
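Cells expressing TRPV1 were dye-loaded with Fluo-8 and read kinetically: 10 s baseline, 3 min after compound (agonist portion), then 2 min after EC20 capsaicin (allosteric enhancer portion). Calcium-bound dye fluorescence at 480/520 nm.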
KCNH2 WT inh: qHTS for Inhibitors of KCHN2 3.1: Wildtype qHTS; U2OS, BacMam KCNH2, thallium flux FluxOr; active compounds read low; activity change, % at 1.84 µM; Voltage-gated inwardly rectifying potassium channel KCNH2 (Homo sapiens), Q12809; 340,000 tested, 0.37% active;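 active = maximum activity change below -70%; inconclusive = maximum activity change between -70% and -50%; inactive = maximum activity change above -50%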; also: % is scaled to controls: 0 for no effect and ±100 for the full control effect
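U2OS cells transduced with wild-type KCNH2 virus are loaded with FluxOr dye for 45 min, and thallium flux is measured in kinetic reads before and after stimulation buffer. Rate constants are normalized to DMSO controls.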
a7 integrin act: qHTS for Activators of Integrin-Mediated Alleviation for Muscular Dystrophy; alpha7betagal myoblasts, beta-gal FDG fluorescence, 48 h; Potency, µM (top dose mostly 38.3 µM), without a hit: top-dose activation, most hits filed as activators; 350,000 tested, 0.064% active; AID 624291, 2012;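 also: potency is read from the fitted curve at half-maximal effect; 100% = response of the positive control SU9516; nearly all actives have a fitted effect of over 60% in size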
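Alpha7betagal+/- myoblasts (passage 13) were plated 16-24 hr, then exposed to compounds (1:260 dilution of DMSO stock) for 48 hours at 37C. After MPER lysis, β-galactosidase reporter activity was read as FDG fluorescence (ex 480/em 540) after 30 minutes.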
GALK inhibitor: qHTS Assay for Inhibitors of Human Galactokinase (GALK); 270,000 tested, 0.007% active; Purified GALK, Kinase-Glo residual ATP luminescence; Potency, µM (top dose mostly 57.5 µM), without a hit: at the highest dose activity change, negative = inhibition, hits mostly inhibitors; P51570; also: potency is read from the fitted curve at half-maximal effect; % is scaled to controls: 0 for no effect and ±100 for the full control effect
Target sequence (P51570 whole entry, looked up): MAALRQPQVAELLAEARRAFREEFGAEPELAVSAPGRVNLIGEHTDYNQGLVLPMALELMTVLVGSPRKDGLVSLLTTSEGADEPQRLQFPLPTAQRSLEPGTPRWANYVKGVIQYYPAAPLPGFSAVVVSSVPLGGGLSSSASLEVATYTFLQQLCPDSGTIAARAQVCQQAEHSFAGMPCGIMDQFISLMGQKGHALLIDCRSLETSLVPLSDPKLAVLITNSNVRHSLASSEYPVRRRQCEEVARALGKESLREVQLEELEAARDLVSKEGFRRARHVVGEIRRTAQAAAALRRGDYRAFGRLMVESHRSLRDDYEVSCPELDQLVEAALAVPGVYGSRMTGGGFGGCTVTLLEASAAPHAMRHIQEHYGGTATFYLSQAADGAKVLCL
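Compounds were pin-transferred into ATP buffer (35 uM final), then GALK plus galactose (5 nM, 100 uM final) was added. After 1 h at room temperature, Kinase-Glo Plus was added and luminescence read after 10 min.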
AT treatment: qHTS Assay for Identifying a Potential Treatment of Ataxia-Telangiectasia. […] A-T fibroblasts, KAP-1 phosphorylation AlphaLISA; neocarzinostatin DNA damage 30 min before lysis. 320,000 tested, 0.19% active. Potency, µM (series often up to 57.5 µM), for the others: top-dose activation, most hits filed as activators; also: potency is read from the fitted curve at half-maximal effect; % of control where 0% means no effect; nearly all actives have a fitted effect of over 45% in size
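ATM-like activity read as KAP-1 phosphorylation via AlphaLISA donor/acceptor antibody pairs after lysis and 6 hr at 25C. Cells were ATM-null patient fibroblasts ([…], hTERT), dosed 60 min, then exposed to the DSB inducer NCS for 30 min.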
MBNL1-CUG inh: qHTS Assay for Inhibitors of MBNL1-poly(CUG) RNA binding; Muscleblind-like protein 1 (Homo sapiens), Q9NR56; Potency, µM (doses to about 57.5 µM), for the others: at the highest dose activity change, negative = inhibition, most hits filed as inhibitors; AID 2675, 2010; TR-FRET MBNL1-His/biotin-(CUG)12 binding, 665/545 ratio; 280,000 tested, 0.036% active; active = well fitted inhibition curve with a large enough effect in the signal ratio, with a control signal flat, not every such curve was filed as active; inconclusive = small, poorly fitted or top-dose-only effect, or effect the other way, or a change in a side signal; inactive = no such curve, though single readings can be large or run the other way; the % refers to the signal ratio; also: potency is read from the fitted curve at half-maximal effect; % is scaled to controls: 0 for no effect and ±100 for the full control effect
Target sequence (Q9NR56 whole entry, looked up): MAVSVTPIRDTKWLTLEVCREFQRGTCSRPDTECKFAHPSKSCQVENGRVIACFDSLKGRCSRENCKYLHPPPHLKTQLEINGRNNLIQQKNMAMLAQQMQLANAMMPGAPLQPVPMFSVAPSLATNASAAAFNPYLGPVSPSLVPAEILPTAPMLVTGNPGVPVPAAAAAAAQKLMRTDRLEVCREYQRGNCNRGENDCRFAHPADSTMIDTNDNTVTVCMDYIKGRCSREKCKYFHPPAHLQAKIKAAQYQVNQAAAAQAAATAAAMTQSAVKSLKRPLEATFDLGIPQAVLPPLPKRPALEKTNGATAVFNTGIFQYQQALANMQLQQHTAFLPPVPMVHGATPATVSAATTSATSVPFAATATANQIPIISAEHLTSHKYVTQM
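His-tagged MBNL1 binding to biotinylated (CUG)12 RNA was measured by TR-FRET using terbium anti-His antibody (0.055 ng/ul final) and streptavidin-XL665 (5 nM final). Compounds were titrated 92 nM to 58 uM; 60 min at room temperature.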
Active calls of the source: *; u = inconclusive; x = no result given; [ ] = remark or other dose. Unless noted, calls follow the shape of the dose curve; as a rule, active = well fitted curve in the direction sought with a large enough effect; inconclusive = small, poorly fitted or top-dose-only effect, or another doubt; inactive = no such curve, though single readings can be large; an effect the other way counts as inactive or inconclusive.

Results follow in this order: KCNH2 3.1 block, MLL CXXC-DNA inh, Coupling enz, ASM inhibitor, TRPV1 agonist, KCNH2 WT inh, a7 integrin act, GALK inhibitor, AT treatment, MBNL1-CUG inh
CCNC(=O)N1C(=O)C2(OCCO2)c2ccccc21
    -2.9, -0.4%, 0.0, 1.0%, 0.9, 7.4, -14.4%, 0.5%, -3.8%, -11.7%
CC(=O)N1CC(=O)N=C1SCC(=O)Nc1nc(-c2ccccc2)c(-c2ccccc2)s1
    u, 4.0%, 5.4, -8.4%, 6.2, u, 5.1%, -3.7%, -6.2%, 48.3%[activator]
Cc1ccc(NC(=O)C2CCCNC2=O)nc1 (stereo not drawn)
    -5.9, 6.0%, 0.1, -0.2%, -0.7, 3.1, 33.0%, 0.5%, 4.6%, 0.8%
O=C(CSc1nnc(C2CCCCC2)n1Cc1ccccc1)NCc1ccco1
    -3.8, -6.7%, 4.4, -4.8%, 4.0, 5.7, 0.0%, 1.6%, -0.4%, 2.7%
COc1cccc(NC(=O)[C@H](NC(=O)[C@@H]2Cc3ccccc3CN2)c2ccccc2)c1
    -35.3, 13.7%, x, -0.2%, 6.1, 5.3, 23.0%, 5.8%, 3.2%, -1.7%
CC1(C)OCC(COC(=O)Nc2cccnc2)([N+](=O)[O-])CO1
    -1.6, 0.0%, -0.1, -0.4%, 0.2, 0.4, 12.0%, 0.7%, -2.3%, -3.4%
O=C(OCC(=O)N1CCc2ccccc21)c1cccnc1
    0.3, -1.1%, -16.2, 2.0%, -1.6, 2.8, 3.5%, -2.9%, -3.4%, -1.2%
Cc1cccc(NC(=O)CSc2nnc(NC(=O)CN3CCOCC3)s2)c1
    12.8, -3.7%, -2.1, -0.1%, -3.0, -8.6, -1.9%, -0.2%, x, 8.5%
Cn1c(=O)c2c(nc(CN3CCN(Cc4ccccc4)CC3)n2Cc2cccc(Cl)c2)n(C)c1=O
    15.9, -6.4%, 2.9, 2.6%, 0.2, 17.7, -37.2%, 0.9%, -0.8%, -9.0%
CCCC(C(=O)NCCC(C)C)N(Cc1ccc(F)cc1)C(=O)c1snc(C(N)=O)c1N (stereo not drawn)
    -12.4, 6.0%, -2.6, 140.9%[activator], 7.5, -9.1, -14.4%, x, -7.7%, 5.2%
CC1=C(O)C(=O)OC1c1c(Cl)cccc1Cl (stereo not drawn)
    -6.3, -2.8%, 0.5, -0.1%, -1.9, 11.6, 20.4%, -0.8%, 5.1%, -1.9%
CN(CCOc1ccccc1)CC(O)COc1ccccc1 (stereo not drawn)
    -9.8, -1.6%, 3.8, 5.9%, 0.8, 23.7, -6.3%, -2.2%, -0.2%, 7.7%
CC(OC(=O)CN1C(=O)NC2(CCCC2)C1=O)C(=O)c1ccccc1 (stereo not drawn)
    15.8, x, x, 1.1%, 5.0, 1.2, 23.8%, x, -2.5%, x
CN(C)c1ccc(NC(=O)c2ccc([N+](=O)[O-])cc2Cl)cc1
    -3.4, 1.5%, 1.1, -5.1%, u, -7.2, -24.4%, 2.5%, -1.7%, u
CN(CC(=O)Nc1ccccc1Cl)CC(=O)N(C)c1c(N)n(Cc2ccccc2)c(=O)[nH]c1=O
    -8.0, x, x, -0.1%, x, 9.2, 15.0%, x, 0.3%, x
O=C(CSc1nc2ccccc2c(=O)[nH]1)N1CCCCC1
    17.2, 6.0%, 1.9, -4.2%, 3.7, -6.5, 15.5%, 1.5%, -3.6%, -17.7%
CCn1c(=O)cc(SCC(=O)Nc2ccc3c(c2)OCO3)c2ccccc21
    x, 0.1%, 7.9, -18.6%, 0.0, 17.5, 9.7%[7.66 µM], 2.1%, 9.8%, 2.1%
Cc1cc2n(n1)C(c1ccc(O)cc1)Nc1ccccc1-2 (stereo not drawn)
    18.5, -7.6%, 3.6, 3.4%, 0.9, -13.4, -23.8%, 6.6%, 1.5%, -9.7%
O=C(Nc1ccccc1N1CCCC1)C1CCN(S(=O)(=O)c2cccc(C(F)(F)F)c2)CC1
    -15.6, x, x, -3.1%, 16.1, 6.5, -2.1%, x, -8.6%, x
C=C1CC2C3CC[C@@]4(OCOC45COCO5)[C@@]3(C)C(O)CC2[C@@]2(C)CCC(=O)C=C12 (stereo partly drawn)
    2.9, 10.5%, -1.1, 2.6%, -1.3, 2.8, -42.0%, -1.0%, -1.8%, x
O=C(Nc1ccc2oc(-c3ccncc3)nc2c1)c1ccc(F)cc1
    -12.2, 18.0%, -1.4, 30.5%, 29.1, 20.9, 21.2%, 4.1%, 6.2%, 29.3%
CCOCCCNC(=O)Cc1ccc(Br)cc1
    3.4, -0.1%, 1.0, 0.2%, 1.7, 1.2, -4.4%, 1.9%, -0.4%, x
CC(=O)N(C)c1ccc(OCC(O)CN(Cc2ccco2)S(=O)(=O)c2ccc(C)cc2)cc1 (stereo not drawn)
    11.7, 1.4%, -1.3, -0.8%, 15.0, -0.6, -7.4%, 0.0%, x, 5.2%
CC(C)(C)C1CCC(=NNC(=S)Nc2cccnc2)CC1 (stereo not drawn)
    6.4, 5.7%, -0.6, 0.1%, 1.0, -0.9, -13.2%, 9.5%, -1.0%, 3.8%
COc1ccnc(Oc2ccccc2)c1C(N)=O
    -13.3, -2.8%, 0.4, -2.8%, -8.8, -0.6, 7.7%, 1.7%, 4.4%, -5.9%
Cc1ccc(SCC(=O)N2CCc3ccccc32)cc1
    26.4, -4.4%, 1.0, -3.7%, u, -5.0, 24.9%, 0.2%, -0.8%, 1.9%
Cc1ccc(C(=O)c2oc3ccccc3c2NC(=O)c2cc(-c3cc(C)ccc3O)n[nH]2)cc1
    -0.9, -0.1%, 2.6, 44.6%[activator], 4.9, -27.2, -61.0%[inhibitor], -0.7%, 4.2%, 0.3%
CCO[C@H]1OC(C(=O)N2CCOCC2)=C[C@@H](C2CC2)[C@@H]1CCCO
    -7.1, u, -1.5, 7.3%, 1.5, -4.3, -7.0%, 0.6%, u, -8.3%
CC1=CC(=O)C(C(C)C)=C/C1=N\OC(=O)c1cccc2nc(C)oc12
    -8.5, 0.5%, -3.3, -1.5%, 0.1, 8.4, -36.8%, -2.9%, 7.6%, 38.0%[activator]
CCCC(=O)N=C1SC2CS(=O)(=O)CC2N1c1ccc(C(C)=O)cc1 (stereo not drawn)
    -4.3, 5.2%, -2.0, 2.0%, 2.0, 2.3, -11.0%, -2.5%, 9.7%, 6.6%

The list goes on.
Results follow in this order: KCNH2 3.1 block, MLL CXXC-DNA inh, Coupling enz, ASM inhibitor, TRPV1 agonist, KCNH2 WT inh, a7 integrin act, GALK inhibitor, AT treatment, MBNL1-CUG inh
Cc1ccc(C(=O)N(C)CCOc2ccccc2)cc1S(=O)(=O)N1CCOCC1
    -3.2, x, x, 4.2%, 12.8, -8.4, -15.4%, x, 3.4%, x
COc1cccc(Oc2ccc(OC)cc2C(=O)O)c1
    4.5, 0.0%, 4.7, 0.2%, -1.2, -6.8, 8.6%, x, 1.3%, 2.8%
CCN(CC)S(=O)(=O)c1cc(NC(=O)C(C)N2CCN(Cc3ccc4c(c3)OCO4)CC2)ccc1C (stereo not drawn)
    -12.4, -5.1%, 0.0, 4.3%, 2.3, -24.9, -43.2%, 1.5%, -0.8%, 0.8%
CC(C)C(=O)Nc1cccc(C(=O)Nc2cc([N+](=O)[O-])ccc2F)c1
    11.3, 36.8%[activator], 1.1, -1.6%, -1.0, x, -35.8%, -1.3%, -6.1%, u
Cc1cc(=O)oc2cc(OCC(=O)NCCCn3ccnc3)ccc12
    2.1, 1.7%, 6.1, -1.9%, 0.3, 1.5, u, 1.2%, -1.4%, -3.6%
CSc1ccccc1C(=O)C1CCCN(C(=O)CCN2CCCO2)C1 (stereo not drawn)
    0.8, -4.8%, 3.3, -0.1%, 1.0, 7.9, 14.7%, 1.3%, -7.9%, -13.0%
CC(C)(C)c1cc(CCC(=O)Nc2ccncc2)cc(C(C)(C)C)c1O
    -8.8, x, x, -0.9%, x, -20.0, -14.5%, x, x, x
CC(=O)c1ccc(N(C(=O)Cc2c[nH]c3ccccc23)C(C(=O)NC2CCCCC2)c2cccs2)cc1 (stereo not drawn)
    -8.2, 18.6%, -4.3, -5.1%, 17.7, -25.1, -5.1%, -1.7%, 0.6%, -2.3%
